PTK2B oligo ant – antagonists of Pyk2 self-association, primary screen, Q293 cells, FERM NanoBiT luminescence, HTS; Protein-tyrosine kinase 2-beta (Homo sapiens), Q14289; actives 0.83% (n = 99,000); hits give low values; z-score (the deposit names both 25 µM and 10 µM);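 active = Z-score of -3 or lower, scaled per plate to the spread of control and sample wells; inactive = z-score above -3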;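 also: negative z-score means lost luminescence so less FERM oligomerization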
LYP act – LYP phosphatase activators, primary screen, biochemical, DiFMUP fluorescence, 2 µM | Tyrosine-protein phosphatase non-receptor type 22 (Homo sapiens), Q9Y2R2 | recombinant LYP; 0 = plate median, 100 = signal doubled | activation, % at 2 µM | actives 0.11% (n = 96,000);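 active = activation at 2 µM above a set limit, the mean plus 5 SD, cut at about 37% in these data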
PLK1 inh – human PLK1 kinase inhibitors, primary screen, biochemical, TR-FRET; Serine/threonine-protein kinase PLK1 (Homo sapiens), P53350; recombinant PLK1 kinase, TR-FRET peptide phosphorylation; inhibition, % at 10 µM; AID 619, 2007; actives 0.53% (n = 97,000);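 active = inhibition of 50% or more in the single-concentration screen; inactive = inhibition below 50%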;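 also: 0% = DMSO max control and 100% = H-89 dihydrochloride min control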
Target sequence (P53350 whole entry, looked up): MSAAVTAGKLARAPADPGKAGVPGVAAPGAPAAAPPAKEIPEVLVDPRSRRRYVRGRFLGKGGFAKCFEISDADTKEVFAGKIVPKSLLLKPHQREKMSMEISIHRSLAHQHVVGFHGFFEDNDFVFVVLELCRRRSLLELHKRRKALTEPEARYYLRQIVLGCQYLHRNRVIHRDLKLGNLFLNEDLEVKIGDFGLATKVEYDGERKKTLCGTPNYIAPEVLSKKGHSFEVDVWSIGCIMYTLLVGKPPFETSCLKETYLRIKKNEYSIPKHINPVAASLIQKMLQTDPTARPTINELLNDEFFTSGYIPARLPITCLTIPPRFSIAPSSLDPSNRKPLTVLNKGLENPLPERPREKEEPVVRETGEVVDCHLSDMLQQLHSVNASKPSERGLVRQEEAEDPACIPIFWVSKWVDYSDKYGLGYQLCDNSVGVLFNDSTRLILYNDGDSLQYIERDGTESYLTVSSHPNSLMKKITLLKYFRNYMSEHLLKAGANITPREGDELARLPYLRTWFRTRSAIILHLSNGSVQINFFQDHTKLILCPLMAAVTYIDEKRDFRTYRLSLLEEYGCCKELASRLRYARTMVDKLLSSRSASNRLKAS
PTPN22 inh 2 – PTPN22 phosphatase inhibitors, primary screen, biochemical, DiFMUP fluorescence, 2 µM | actives 0.21% (n = 96,000) | Tyrosine-protein phosphatase non-receptor type 22 (Homo sapiens), Q9Y2R2 | AID 640, 2007 | inhibition, % at 2 µM | recombinant LYP catalytic domain;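 active = inhibition at 2 µM at or above a set limit, the screen mean plus 3 SD, cut at about 24% in these data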;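 also: 0% = DMSO with enzyme and 100% = enzyme fully blocked by orthovanadate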
FAK inh – FAK kinase inhibitors, primary screen, biochemical | Focal adhesion kinase 1 (Homo sapiens), Q05397 | biochemical FAK kinase activity assay | inhibition, %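 (tested at 7 µM)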 | actives 0.84% (n = 97,000) | AID 727, 2007; in the data active = inhibition above about 19%;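 also: 0% = DMSO and 100% = reference compound high control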
PLK1 PBD inh – Plk1 polo box domain binding inhibitors, primary screen, biochemical, fluorescence polarization | Plk1 PBD phosphopeptide binding | inhibition, %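 (tested at about 20 µM)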 | actives 0.13% (n = 97,000) | Serine/threonine-protein kinase PLK1 (Homo sapiens), P53350; in the data active = inhibition above about 34%, passing the limit was not always enough
EphB4 antag – EphB4-ephrin-B2 interaction antagonists, primary screen, biochemical, TNYL-RAW peptide probe, fluorescence polarization | Ephrin type-B receptor 4 (Homo sapiens), P54760 | EphB4 LBD / TNYL-RAW-Alexa532 peptide | inhibition, % at 7 µM | actives 0.15% (n = 97,000);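 active = inhibition above the screen-wide mean inhibition plus 3 SD, cut at about 15% in these data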;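 also: 0% = DMSO wells and 100% = excess unlabeled TNYL-RAW peptide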
Rev-RRE block – HIV-1 Rev-RRE binding inhibitors, primary screen, biochemical, FRET, protein-RNA interaction. actives 0.79% (n = 97,000). Rev peptide-RRE RNA binding. inhibition, % at 8 µM. AID 704, 2007;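 active = inhibition above the screen-wide mean plus 3 SD, cut at about 35% in these data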;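 also: 0% = median DMSO wells and 100% = median Neomycin B control wells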
Target sequence (P05866 whole entry, looked up): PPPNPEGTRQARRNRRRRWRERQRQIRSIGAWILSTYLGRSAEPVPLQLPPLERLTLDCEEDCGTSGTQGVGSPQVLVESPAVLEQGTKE
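Test system: Cy5-tagged RRE RNA duplex with fluorescein-tagged Rev peptide; Probe or stimulus: labelled Rev peptide; Schedule: 5 min preincubation and 15 min binding, 25 °C; Signal: FRET fluorescence readout; Evaluation: % inhibition from 671/540 nm acceptor-to-donor ratio, scaled between controls; Control set: DMSO and neomycin B.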
F-actin modifier – modifiers of F-actin cytoskeleton organization, primary screen, imaging, HUVEC, phalloidin staining, high-content imaging; HUVEC TNFa F-actin phalloidin imaging; inhibition, % at 2 µM; actives 0.18% (n = 91,000); AID 836, 2007;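 active = inhibition above the batch mean plus 3 SD and confirmed as a hit by visual image inspection, cut at about 30% in these data, passing the limit was not always enough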; also: strong numbers were not always called active
* marks the source's active call; other numbers are inactive results; . = no result given.

Short forms: A = PTK2B oligo ant; B = LYP act; C = PLK1 inh; D = PTPN22 inh 2; E = FAK inh; F = PLK1 PBD inh; G = EphB4 antag; H = Rev-RRE block; I = F-actin modifier
[1] COc1ccc(N(CC(=O)NC2CCCC2)C(=O)Cn2nnc(-c3ccc(C)cc3)n2)cc1
  A: 0.59; B: 4; C: -21; D: 0; E: 4; F: -8; G: 1; H: 7; I: 6
[2] c1ccc(Nc2cc(Nc3ccccc3)[nH]n2)cc1
  A: -0.93; B: 0; C: -1; D: -3; E: 7; F: -11; G: -9; H: 14; I: -4
[3] COCc1cc(=O)n2[nH]c(C(F)(F)F)nc2n1
  A: 0.39; B: 2; C: -11; D: -3; E: 1; F: 14; G: 0; H: 5; I: -23
[4] Cn1c(C(=O)N2CCCC(C(=O)NCc3ccc4c(c3)OCO4)C2)cc2sccc21 (stereo not given)
  A: .; B: 12; C: 7; D: -16; E: 2; F: 13; G: -9; H: 3; I: 8
[5] COc1ccccc1Nc1ncnc2c1oc1ccccc12
  A: -0.57; B: -1; C: 14; D: 0; E: 10; F: 5; G: -7; H: 7; I: -14
[6] NC(=O)c1ccc(N2CCCCC2)c(N2C(=O)C3CC=CCC3C2=O)c1 (stereo not given)
  A: 0.11; B: -3; C: -10; D: 3; E: 1; F: 18; G: 2; H: 2; I: -5
[7] CCOC(=O)c1ccc(N2C(=O)c3n[nH]c(C)c3C2c2ccccn2)cc1 (stereo not given)
  A: .; B: 5; C: -8; D: -5; E: -5; F: 2; G: 1; H: -1; I: 2
[8] CCOC(=O)c1sc(NC(=O)c2ccc(S(=O)(=O)N3CCOCC3)cc2)cc1C
  A: -2.4; B: -3; C: -9; D: 2; E: -4; F: 18; G: -10; H: 1; I: -17
[9] C=C(C)C1CC=C(CN2CCC(C(=O)OCC)CC2)CC1 (stereo not given)
  A: 0.32; B: 2; C: -3; D: -3; E: 7; F: -32; G: 1; H: 8; I: -38
[10] CCOC(=O)c1ccc(-c2n[nH]c(=O)c3ccccc23)cc1
  A: -0.55; B: 2; C: -7; D: -5; E: 2; F: 4; G: 5; H: 10; I: 23
[11] Cc1n[nH]c(C)c1S(=O)(=O)N1CCN(c2ccccn2)CC1
  A: -0.8; B: -17; C: -3; D: 18; E: 0; F: -28; G: -2; H: 5; I: 2
[12] CCN(C(=O)c1ccco1)c1nc(CC(=O)Nc2ccc(Cl)cc2)cs1
  A: -2; B: -8; C: 0; D: 6; E: -3; F: -16; G: 6; H: 8; I: -7
[13] O=C(Cc1cccs1)Nc1nnc(SCC(=O)NC2CCCCC2)s1
  A: 0.26; B: 4; C: -1; D: -3; E: -5; F: -15; G: 12; H: 4; I: 18
[14] Cc1c(NC(=O)c2ccc(N3CCCC3)c([N+](=O)[O-])c2)cccc1-c1nc2ccccc2s1
  A: -0.71; B: -5; C: -10; D: 10; E: 0; F: 1; G: -1; H: 4; I: 0
[15] Cc1ccc2ncccc2c1NS(=O)(=O)c1ccccc1
  A: 1.2; B: -5; C: 2; D: 5; E: 0; F: 4; G: -8; H: 1; I: -17

Three compounds out of the list above, ordered by their value in F-actin modifier, ascending:
Short forms: A = PTK2B oligo ant; B = LYP act; C = PLK1 inh; D = PTPN22 inh 2; E = FAK inh; F = PLK1 PBD inh; G = EphB4 antag; H = Rev-RRE block; I = F-actin modifier
[12] CCN(C(=O)c1ccco1)c1nc(CC(=O)Nc2ccc(Cl)cc2)cs1
  A: -2; B: -8; C: 0; D: 6; E: -3; F: -16; G: 6; H: 8; I: -7
[7] CCOC(=O)c1ccc(N2C(=O)c3n[nH]c(C)c3C2c2ccccn2)cc1 (stereo not given)
  A: .; B: 5; C: -8; D: -5; E: -5; F: 2; G: 1; H: -1; I: 2
[10] CCOC(=O)c1ccc(-c2n[nH]c(=O)c3ccccc23)cc1
  A: -0.55; B: 2; C: -7; D: -5; E: 2; F: 4; G: 5; H: 10; I: 23

Remaining list, next part.
Short forms: A = PTK2B oligo ant; B = LYP act; C = PLK1 inh; D = PTPN22 inh 2; E = FAK inh; F = PLK1 PBD inh; G = EphB4 antag; H = Rev-RRE block; I = F-actin modifier
[16] CCOc1cc(C(=S)N2CCOCC2)ccc1O
  A: 0.12; B: -1; C: -16; D: -2; E: -8; F: -6; G: -1; H: 3; I: 20
[17] CCc1nnc(SCc2ccc(C(=O)OC)o2)n1N
  A: 1.1; B: -5; C: -15; D: 4; E: 0; F: -28; G: 6; H: 3; I: 8
[18] Cn1c(=O)c2c(ncn2CCN(CCO)Cc2ccccc2)n(C)c1=O
  A: -0.41; B: -12; C: -9; D: 12; E: -8; F: -6; G: -9; H: 6; I: 10
[19] COC(=O)C1CCN(c2nc3ccccc3nc2C(C#N)C(=O)NCCc2ccccc2)CC1 (stereo not given)
  A: -0.63; B: -4; C: 21; D: 2; E: -3; F: 17; G: -8; H: 5; I: .
[20] Cc1nc(NCc2ccc3c(c2)OCO3)c2oc3ccccc3c2n1
  A: -0.9; B: 4; C: -9; D: -4; E: 1; F: -7; G: 3; H: 12; I: 9
[21] N=c1sccn1CC(=O)Nc1ccccc1Cc1ccccc1
  A: 0.2; B: 12; C: -7; D: -15; E: 2; F: -21; G: -13; H: 3; I: 6
[22] COc1ccccc1NC(=O)C(NC(=O)OC(C)(C)C)C(C)OCc1ccccc1 (stereo not given)
  A: -0.4; B: 1; C: -4; D: 4; E: -4; F: -8; G: -11; H: 4; I: -2
[23] CCOc1ccc(C(=O)C(c2ccccc2)N2CCOCC2)cc1 (stereo not given)
  A: -0.57; B: -5; C: -10; D: 3; E: 17; F: 5; G: 4; H: 5; I: -19
[24] Cc1nn(-c2ccccc2)c(C)c1C(=O)OCC(=O)NC(=O)NC1CCCCC1
  A: -3.5*; B: -3; C: -7; D: 2; E: 0; F: -9; G: -2; H: 8; I: 9
[25] CNC(=S)NNC(=O)c1sccc1OCc1ccc(C)cc1
  A: 1.2; B: -2; C: -10; D: 6; E: 0; F: 22; G: 3; H: 3; I: -12
[26] Cc1ccccc1C1CC(c2ccccc2)Nc2ncnn21 (stereo not given)
  A: .; B: -6; C: -3; D: 5; E: 2; F: -12; G: -1; H: 2; I: -9
[27] CC1CCc2nc(NC(=O)CN3CCOCC3)sc2C1 (stereo not given)
  A: 0.81; B: 8; C: -6; D: -8; E: -1; F: 14; G: 0; H: 0; I: -2
[28] COCc1[nH][nH]c(=O)c1C=Nc1ccc(Cl)cc1
  A: 0.78; B: -2; C: -9; D: 2; E: 0; F: -11; G: 3; H: 7; I: 2
[29] Cc1onc(-c2c(F)cccc2Cl)c1C(=O)OCn1nnc2ccccc2c1=O
  A: -1.5; B: 9; C: 5; D: -11; E: 1; F: -13; G: 7; H: 7; I: -4
[30] Cn1c(SCC(=O)Nc2nccs2)nnc1-c1ccc(S(=O)(=O)N2CCCC2)cc1
  A: 0.54; B: -6; C: 4; D: 8; E: 0; F: -13; G: 5; H: 3; I: 7
[31] Cc1cc(Cl)c2c(c1)[C@]1(C(=O)N2)[C@@H]2C(=O)N(Cc3ccccc3)C(=O)[C@@H]2[C@@H]2CCCN21
  A: -1.1; B: 3; C: -6; D: -4; E: 2; F: -9; G: -3; H: 5; I: -26
[32] CCc1cc2c(=O)c(-c3cscn3)coc2c(CN(C)C)c1O
  A: -3.4*; B: -12; C: -12; D: 16; E: 9; F: -1; G: 2; H: 10; I: 9
[33] O=C(CCCn1c(=S)[nH]c2cc3c(cc2c1=O)OCO3)N1CCN(c2ccccn2)CC1
  A: -0.83; B: 9; C: -10; D: -5; E: -2; F: 21; G: 6; H: 1; I: -1
[34] O=C(C1c2ccccc2Oc2ccccc21)N1CCN(c2ccc(Cl)cc2)CC1
  A: -0.86; B: -7; C: -10; D: 9; E: 0; F: 25; G: 5; H: 1; I: 0
[35] C1CCC2=NCCCN2CC1
  A: 0.41; B: 4; C: -19; D: 2; E: 2; F: 1; G: -1; H: 1; I: 25
[36] COc1ccc(CCN(C)C(=O)CN2C(=O)c3ccccc3S2(=O)=O)cc1OC
  A: 1.2; B: -1; C: -9; D: 2; E: 7; F: 7; G: 5; H: 6; I: 17
[37] CCOC(=O)CNc1c(N2CCN(c3ccccn3)CC2)c(=O)c1=O
  A: .; B: 5; C: -14; D: -8; E: -2; F: 20; G: -5; H: 0; I: -2
[38] COc1ccc(Cl)cc1NC(=O)CN1CCC(n2nnc3ccccc32)CC1
  A: 0.23; B: -17; C: -11; D: 17; E: 6; F: 2; G: 1; H: -3; I: 8
[39] O=C(Nc1cccnc1)c1cn(-c2ccccc2)nc1-c1cccs1
  A: -1.2; B: 6; C: -10; D: -6; E: 0; F: 26; G: 5; H: 9; I: 2
[40] CN(C)S(=O)(=O)N1CCC(C(=O)O)(c2ccccc2)CC1
  A: 1.4; B: 4; C: -14; D: -8; E: 0; F: 0; G: 1; H: 3; I: -6
[41] COC(=O)c1c(NC(=O)CN2CCN(c3ccccc3OC)CC2)c2c(C)cccc2n1C
  A: .; B: 2; C: -8; D: -4; E: -4; F: -38; G: -4; H: -2; I: -15
[42] O=C(CSc1nnc(-c2ccccc2)o1)OCc1ccccc1
  A: 2; B: -7; C: -5; D: 5; E: 4; F: 5; G: 2; H: 5; I: -9
[43] Cc1ccc(-c2noc(CCC(=O)N3CCCC3)n2)cc1
  A: 0.81; B: -3; C: -1; D: 1; E: -3; F: 4; G: 2; H: 4; I: 10
[44] Cc1ccc(C)c(NC(=O)c2ncn[nH]2)c1
  A: 0.52; B: -8; C: -7; D: 6; E: 0; F: 22; G: 4; H: 6; I: 0
[45] Cc1noc(C)c1CSCC(=O)NC1=NCCS1
  A: 0.55; B: 0; C: 3; D: -3; E: -1; F: 28; G: -8; H: 5; I: -33
[46] COc1ccc(C(=O)OC(COc2ccccc2)Cn2ccnc2)cc1 (stereo not given)
  A: -2.3; B: -8; C: -9; D: 8; E: 0; F: 0; G: 4; H: 17; I: 6
[47] C=CCNS(=O)(=O)c1ccc(OCC(=O)OCC)cc1
  A: 0.74; B: 2; C: -6; D: -5; E: 0; F: 17; G: -11; H: -1; I: 0
[48] CCCOc1ccc(Cn2c(C)nc([N+](=O)[O-])c2SCC(O)COC)cc1[N+](=O)[O-] (stereo not given)
  A: 1.6; B: -17; C: -8; D: 20; E: 3; F: -14; G: 0; H: 16; I: -8
[49] CCn1c(=O)cc(O)c2ccccc21
  A: -0.04; B: -14; C: -21; D: 13; E: 6; F: -27; G: 3; H: 7; I: -27
[50] CSc1sc(C)cc1C1C(C#N)=C(N)N(c2cccnc2)C2=C1C(=O)CC(C)(C)C2 (stereo not given)
  A: 0.35; B: 1; C: 4; D: -3; E: -2; F: -10; G: 1; H: 8; I: -3
[51] COc1ccc(S(=O)(=O)N(C)c2ccc(OCC(=O)Nc3cc(C)on3)cc2)cc1
  A: -0.24; B: -8; C: -13; D: 8; E: 1; F: 7; G: 1; H: 6; I: 11

Source: PubChem BioAssay
